Screening data from PubChem.
PglD DTNB: inhibitors of Campylobacter jejuni PglD acetyltransferase; purified PglD enzyme, DTNB colorimetric CoA detection; inhibition, % at 12.5 µM; hit rate 0.098% among 360,000; in the data active = inhibition above about 16%, passing the limit was not always enough; also: strong numbers were not always called active
C2C12 statin: protects C2C12 myotubes from simvastatin toxicity | hit rate 0.78% among 330,000 | ATP luminescence, 48 h; scaled: DMSO 0, geranylgeraniol control 100 | AID 602340 | rescue of ATP level, % at 7.49 µM;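 active = mean ATP rescue above about 67%, or every replicate alone reaching that limit, limit read from the data, passing the limit was not always enough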;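 also: myotubes were challenged with 10 µM simvastatin during compound exposure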
Active calls of the source: *.

item | Structure | PglD DTNB | C2C12 statin
1 | O=C1CCCC/C1=C/Nc1ccc2c(c1)OCO2 | 5 | 2
2 | CN(C)c1oc(-c2cccs2)nc1C#N | 2 | 15
3 | O=C(O)c1ccc(CNc2ccccc2C(=O)O)cc1 | -7 | -4
4 | COc1ccc(S(=O)(=O)Nc2cc(C)on2)cc1OC | -4 | 0
5 | O=C(C1CCN(S(=O)(=O)c2cccs2)CC1)N1CCCCCC1 | 5 | 7
6 | COCC(=O)N(Cc1cc2ccc(C)cc2[nH]c1=O)c1ccc(OC)cc1 | 3 | 43
7 | C=CCc1cc(OC)ccc1OCCON1C(=O)CCC1=O | -10 | -4
8 | CC(Oc1ccc(-c2ccccc2)c(F)c1)c1ccn(S(=O)(=O)c2ccc(Br)cc2)n1 (stereo unspecified) | -3 | -9
9 | O=[N+]([O-])c1cccc(-c2nnn(C34CC5CC(CC(C5)C3)C4)n2)c1 | 4 | -28
10 | Cc1c(C(=O)Nc2ccccc2Cl)oc2ccc(S(=O)(=O)N3CCC4(CC3)OCCO4)cc12 | -1 | -56
11 | O=S(=O)(Cc1nc2ccccc2s1)c1ccccc1 | 1 | -12
12 | Cc1cccc(NC(=S)NNC(=S)NCc2ccccc2)c1 | -1 | 5
13 | COc1ccc(N(CN2C(=O)C3C4C=CC(C4)C3C2=O)C(=O)c2ccco2)cc1 (stereo unspecified) | 4 | -5
14 | CCCNC(=O)CN(C1CCCCC1)S(C)(=O)=O | 5 | 2
15 | O=C(c1ccc(C(F)(F)F)cc1)N1CCCCC1 | -7 | -6
16 | CCCCc1nnc(NC(=O)CS(=O)(=O)Cc2ccccc2)s1 | -4 | 17
17 | CC(C)OC(=O)c1c(F)c(F)c(N2CCOCC2)c(F)c1F | 10 | 14
18 | COc1ccccc1N/N=C/c1c(CO)cnc(C)c1O | -5 | 5
19 | CC(C)COC(=O)c1nnsc1NC(=O)Nc1ccccc1 | -3 | -13
20 | O=C(CN1CCC(O)(c2ccc3c(c2)OCO3)CC1)N1CCOCC1 | -2 | -21
21 | CCOc1ccc(NS(=O)(=O)c2ccc(OCC(=O)N3CCCC3)cc2)cc1 | 0 | 14
22 | CCOc1c(C(=O)CC)cc2c(C)cc(=O)oc2c1C | -2 | -16
23 | CCOc1ccc(C(=O)Nc2ccc(Cl)cn2)cc1Cl | -4 | 1
24 | COC(=O)C(Cc1ccc(OC(=O)c2ccc(C(F)(F)F)cc2)cc1)N1Cc2ccccc2C1=O (stereo unspecified) | -4 | -3
25 | Cc1cc(C)nc(NS(=O)(=O)c2ccc(NC(=S)NC(=O)C(C)(C)C)cc2)n1 | -11 | -5
26 | CCCC1CC(c2csc(N)n2)CCO1 (stereo unspecified) | 5 | -4
27 | O=C(Nc1ccccc1Cl)C1CCCN(S(=O)(=O)c2ccc(F)cc2)C1 (stereo unspecified) | 1 | 10
28 | CCOc1nc(-c2ccccc2)ccc1-c1noc(COC)n1 | -4 | -32
29 | Cc1oc2cc3c(C(=O)N4CCCCC4)c(C)oc3cc2c1C(=O)N1CCCCC1 | -2 | 2
30 | CC(C)C(c1nnnn1C1CCCC1)N1c2ccccc2CC1C (stereo unspecified) | -1 | 0
31 | O=C(CCc1ccccc1)NNC(=S)NC(=O)c1ccccc1 | 3 | 8
32 | COC(=O)CSc1nc(NC(C)C)nc(N2CCOCC2)n1 | -2 | -5
33 | CC(C)(C)C(=O)OCC1OC(n2cnc(C(N)=O)n2)C(O)C1O (stereo unspecified) | 9 | 0
34 | COC(=O)c1cccc(NS(=O)(=O)c2ccc(OC)cc2)c1C | 5 | 3
35 | CN1CC(=O)Nc2ccc(F)cc2C1=O | 8 | -2
36 | CC(Oc1ccc(F)cc1)C(=O)Nc1ccc2ccccc2c1 (stereo unspecified) | 2 | 3
37 | CC(=O)Nc1ccc(SCC(=O)c2cc(C)n(Cc3cccs3)c2C)cc1 | -6 | 34
38 | CN(C(=O)c1ccc(NC(=O)C2CC=CCC2C(=O)O)cc1)c1ccccc1 (stereo unspecified) | -2 | -8
39 | Cc1ccc2[nH]c(=O)c(CN(Cc3ccc4c(c3)OCO4)Cc3nnnn3C3CCCC3)cc2c1 | 2 | 13
40 | COc1cc(C2C(C#N)=C(N)Oc3cc(C)oc(=O)c32)cc2c1OCO2 (stereo unspecified) | -9 | 0

Ordered by formula weight (falling): some entries from above.
item | Structure | PglD DTNB | C2C12 statin
39 | Cc1ccc2[nH]c(=O)c(CN(Cc3ccc4c(c3)OCO4)Cc3nnnn3C3CCCC3)cc2c1 | 2 | 13
36 | CC(Oc1ccc(F)cc1)C(=O)Nc1ccc2ccccc2c1 (stereo unspecified) | 2 | 3
35 | CN1CC(=O)Nc2ccc(F)cc2C1=O | 8 | -2

(next part)
item | Structure | PglD DTNB | C2C12 statin
41 | O=C(CSc1ncn[nH]1)c1ccccc1 | 8 | -2
42 | Cc1cccc(S(=O)(=O)Nc2cccc3c2C(=O)c2ccccc2-3)c1 | -5 | -10
43 | CCC1CC(CSc2ncn[nH]2)OC1=O (stereo unspecified) | -2 | 1
44 | COc1ccc(C)cc1NC(=O)c1cc2ccccc2o1 | -1 | 5
45 | CCCCOC(=O)C1CCCC(C(=O)OCCCC)N1 (stereo unspecified) | -5 | -25
46 | COc1ccc(S(=O)(=O)CC(O)CN2CCCC2=O)cc1 (stereo unspecified) | -3 | -2
47 | CC1=CC(C)(C)N2C(=O)C3(C(C#N)=C(N)OC4=C3C(=O)CC(C)(C)C4)c3cc(C)cc1c32 (stereo unspecified) | 4 | 40
48 | O=C1C2=C(SCCS2)C(=O)N1c1ccccc1 | -1 | 1
49 | O=C(C1CCCO1)N1CCC(O)(c2ccccc2)CC1 (stereo unspecified) | -4 | -4
50 | COc1ccc(C/C(N)=N/n2cnnc2)cc1Cl | 0 | -8

Single records, from the list above:
O=C(CSc1ncn[nH]1)c1ccccc1 reads PglD DTNB = 8; C2C12 statin = -2
CCCCOC(=O)C1CCCC(C(=O)OCCCC)N1 (stereo unspecified) reads PglD DTNB = -5; C2C12 statin = -25
CC1=CC(C)(C)N2C(=O)C3(C(C#N)=C(N)OC4=C3C(=O)CC(C)(C)C4)c3cc(C)cc1c32 (stereo unspecified) reads PglD DTNB = 4; C2C12 statin = 40

Carrying on.
item | Structure | PglD DTNB | C2C12 statin
51 | CN(Cc1ccccc1)c1nc2c(c(=O)[nH]c(=O)n2C)n1CCCc1ccccc1 | 0 | -7
52 | Cc1ccccc1NC(=O)CC1SCCNC1=O (stereo unspecified) | -7 | 17
53 | Cn1c(SCC(=O)NC2CCCCC2)nnc1-c1cccc(N)c1 | 3 | -1
54 | CC[C@@H]1CC=C[C@H]2[C@H]1C(=O)N(Cc1ccccc1)[C@H]2c1ccoc1 | 0 | 27
55 | COc1ccc(-c2cc(C(F)(F)F)nc(SCC(=O)N3CCOCC3)n2)cc1OC | -9 | 18
56 | CCN(CC)S(=O)(=O)c1cccc(-c2nnc(SCc3ncc(-c4ccccc4)o3)n2C)c1 | -3 | 8
57 | CCCCCNCc1cccc(Br)c1 | -4 | -25
58 | CCOC(=O)c1csc(NC(=O)CSc2nnnn2-c2cccc(OC)c2)n1 | -10 | 12
59 | Cc1ccc(Cc2nc(-c3cccc(C)c3)no2)cc1 | -5 | 1
60 | COc1ccc(-c2nn3c(COc4ccccc4)nnc3s2)cc1OC | 4 | 5

In another format: results already given
55	COc1ccc(-c2cc(C(F)(F)F)nc(SCC(=O)N3CCOCC3)n2)cc1OC
51	CN(Cc1ccccc1)c1nc2c(c(=O)[nH]c(=O)n2C)n1CCCc1ccccc1
58	CCOC(=O)c1csc(NC(=O)CSc2nnnn2-c2cccc(OC)c2)n1
60	COc1ccc(-c2nn3c(COc4ccccc4)nnc3s2)cc1OC
57	CCCCCNCc1cccc(Br)c1
59	Cc1ccc(Cc2nc(-c3cccc(C)c3)no2)cc1
52	Cc1ccccc1NC(=O)CC1SCCNC1=O (stereo unspecified)

Assay by compound | 55 | 51 | 58 | 60 | 57 | 59 | 52
PglD DTNB | -9 | 0 | -10 | 4 | -4 | -5 | -7
C2C12 statin | 18 | -7 | 12 | 5 | -25 | 1 | 17

Remaining list, next part.
item | Structure | PglD DTNB | C2C12 statin
61 | CC(=O)c1ccc(NC(=O)c2ccc(NC(=O)c3ccco3)cc2)cc1 | -2 | -36
62 | CCC1(C)Cc2nc3sc(C(=O)O)c(N)c3cc2CO1 (stereo unspecified) | -5 | -21
63 | Cc1cc2cc(C)c3nnc(SCC(=O)NCc4ccco4)n3c2cc1C | -5 | 31
64 | O=C(NCC1CCCO1)c1nc2c(nnn2Cc2ccc(F)cc2)c(=O)[nH]1 (stereo unspecified) | 3 | 5
65 | O=C(O)c1[nH]c2ccccc2c1CC(=O)N1CCOCC1 | 1 | 4
66 | Cc1c(NC(=O)c2cc(-n3cnnc3)ccc2Cl)cccc1-c1nc2ccccc2s1 | 8 | -6
67 | CCCn1c(SCC(=O)N2CCCC2)nc2c1c(=O)n(C)c(=O)n2C | 4 | -3
68 | Cc1ccc(Cn2c(SCC(=O)NCC3CCCO3)nc3c(sc4ccccc43)c2=O)cc1 (stereo unspecified) | 2 | 1
69 | CN1CCN(C(=O)N2c3ccccc3C=Cc3ccccc32)CC1 | -1 | 13
70 | Cn1c(=O)n(CCC(=O)O)c2ccccc21 | 7 | 2
71 | CCC(Sc1nc2ccccc2[nH]1)C(=O)Nc1cc(C)on1 (stereo unspecified) | 6 | -18
72 | O=C(COC(=O)c1ccc(Br)o1)Nc1nc2ccccc2s1 | 2 | 3
73 | CCC(=O)N1CCN(CCN=CC2=C(O)CC(C)(C)CC2=O)CC1 | 0 | 5
74 | COc1ccc(CC(=O)Nc2ccc(-c3noc(-c4cc(OC)c(OC)c(OC)c4)n3)cc2)cc1 | -7 | -26
75 | CCSc1nnc(NC(=O)Cc2ccccc2OC)s1 | 1 | 2
76 | CC1(C)OC(=O)N(c2ccccc2)C12C=Cc1cc(Br)ccc1O2 (stereo unspecified) | 1 | -5
77 | N#CCC(CNc1ncc(C(F)(F)F)cc1Cl)OC(=O)c1c(F)cccc1F (stereo unspecified) | -1 | 6
78 | CC1(C)CC(=O)c2cc(OCC(=O)NCCCN3CCN(c4ccc(F)cc4)CC3)ccc2O1 | -3 | 20
79 | Cc1nc(NC(=O)/C=C/c2ccccc2)sc1C(=O)Nc1ccc(Cl)cc1 | -1 | -12
80 | Cc1cc(O)c(NC(=O)c2ccco2)cc1C | -6 | 34
81 | O=c1ncn(-c2ccccc2F)c2ncccc12 | -1 | 0
82 | Cc1ccc(Cl)cc1NC(=S)N1CCCCCC1 | 12 | -4
83 | Cc1ccc(Nc2c([N+](=O)[O-])ccc3c2=NC2(CCCCC2)N=3)cc1 | 1 | -9
84 | Cc1ccc(Sc2nc(-c3ccccc3)nnc2C(F)(F)F)cc1 | -1 | 24
85 | O=C(CS(=O)(=O)Cc1ccccc1)N1CCN(C(=O)c2ccco2)CC1 | 2 | -8
86 | CC(c1nnc(SCC(=O)N2CC(=O)Nc3ccccc32)n1Cc1ccccc1)N(C)C (stereo unspecified) | 0 | 3
87 | Nc1nc(SCc2ccc(Cl)cc2)ns1 | -6 | -19
88 | OCCN1CCN(C(=S)NCCc2ccccc2)CC1 | -2 | 0
89 | Cc1ccc(OCC(=O)N2N=C(C(F)(F)F)CC2(O)C(C)(C)C)cc1C (stereo unspecified) | -2 | -14
90 | COc1ccc(CCNC(=O)CSc2nc(-c3ccco3)cc(C(F)(F)F)n2)cc1 | 6 | 11
91 | CCCCn1c(=O)n(CC(=O)Nc2ccc(OC)c(Cl)c2)c(=O)c2c1nc(CO)n2CCC | 4 | 7
92 | CCc1ccc(N(C)S(=O)(=O)c2ccc3[nH]cc(C(=O)NCCN4CCOCC4)c(=O)c3c2)cc1 | 2 | 14
93 | CCCNC(=O)C(=O)NCCC1=CCCCC1 | -8 | 24
94 | Cc1ccc(-c2csc(N(CCc3ccccc3)C(=O)COc3ccccc3)n2)cc1 | -4 | -3
95 | O=C(Nc1ccccc1F)c1cc2nc(C(F)F)cc(C(F)F)n2n1 | -6 | 11
96 | CCCc1nc2oc3c(NCCOCCO)ncnc3c2c2c1COC(C)(C)C2 | 3 | -7
97 | Cc1cc(-c2c(C)n([O-])c(C)c(C)[n+]2=O)ccc1F | -2 | 6
98 | CCOCCOCN(C#N)c1nc(OC)nc(N(C)C)n1 | -1 | 12
99 | CCCCC(=O)OCC(=O)Nc1ccc(OC(F)F)cc1 | -4 | 9
100 | CCOc1ccc(-n2cc(C(=O)Nc3ccc(Cl)cn3)c3cc(OC)c(OC)cc3c2=O)cc1 | 0 | 9

Only part of the results is shown, so the mix of outcomes need not match the whole.
